Dengue inhibitors – antivirals protecting cells from dengue CPE – CPE readout, HTS (AID 540333). CPE inhibition, % at 20 µM. actives 3.1% (n = 10,000). Dengue virus CPE inhibition in host cells; active compounds read high; in the data active = CPE inhibition mostly above about 9.1%, no sharp cut-off; inactive = mostly below about 7.2%
Starred values were filed as active, the others as inactive; i = inactive. An excerpt; the hit share may differ from the screen's.

SMILES	Dengue inhibitors
O=C(CSc1nnc(Nc2ccccc2F)s1)c1cc2ccccc2o1	i
Cc1nc2ccccn2c1C(=O)NN	0.3
CC(C)(C)NC(=O)C(=O)NNC(=O)COc1ccccc1	1.0
CCC(C)NC(=O)Nc1ccccc1F (stereo not drawn)	0.8
CCOC(=O)C1CCCN(C(=O)c2ccc([N+](=O)[O-])c(C)c2)C1 (stereo not drawn)	0.5
Cc1cccc(NC(=S)N/N=C2/CCCCc3ccccc32)c1	12*
CN(Cc1ccccc1)c1nc(CN2CCOCC2)nc2scc(-c3ccccc3)c12	1.8
N/C(Cc1ccc(Cl)cc1Cl)=N\OC(=O)Cc1ccccc1	i
CCCc1[nH]nc2c1C(C1CC=CCC1)C(C#N)=C(N)O2 (stereo not drawn)	2.5
CC1CC(NC(=O)N(C)C)N(C)C(=O)N1 (stereo not drawn)	0.8
Cc1ccc(S(=O)(=O)Nc2cccc3c2O[C@H](CN(C)Cc2ccccc2)[C@@H](C)CN([C@H](C)CO)C3=O)cc1	i
C(=C\c1ccco1)/C1=NN(c2ccccc2)C(c2ccco2)C1 (stereo not drawn)	2.8
CCOC(=O)Nc1nc(-c2ccc(F)cc2F)cs1	i
O=[N+]([O-])c1cc(C=Nc2ccc3ccccc3c2)ccc1Br	0.5
Cc1ccc(NC(=O)c2ccc(OC(=O)COc3cccc(Cl)c3)cc2)cc1	i
O=C(Cc1cccs1)N/N=C/C=C/c1ccco1	i
Cc1ccc(-c2nc(N)sc2CC(=O)OCC(=O)NCCC(C)C)cc1	0.0
O=C(NN1C(=O)/C(=C\c2cccnc2)SC1=S)C(c1ccccc1)c1ccccc1	i
CCc1ccc(NC(=O)c2ccc(F)c(S(=O)(=O)N(CC)c3ccccc3)c2)cc1	2.1
COC(=O)c1c(NC(=O)C2COc3ccccc3O2)sc2c1CCN(C(C)=O)C2 (stereo not drawn)	i
Cc1ccc(S(=O)(=O)N2CCN=C2SCc2ccc(Cl)c(Cl)c2)cc1	0.3
COc1cc(/C=N/NC(=O)c2ccc([N+](=O)[O-])cc2Cl)cc(Br)c1O	i
O=C(NCCF)C1Nc2ccc(OC(F)(F)F)cc2C2C=CCC12 (stereo not drawn)	i
Cc1ccccc1NC(=O)CNc1ccc(Cl)c(C(F)(F)F)c1	3.2
N#Cc1ccsc1NC(=O)CN1CCN(S(=O)(=O)c2ccccc2C(F)(F)F)CC1	0.8

Of the compounds above, these have bromine:
SMILES	Dengue inhibitors
O=[N+]([O-])c1cc(C=Nc2ccc3ccccc3c2)ccc1Br	0.5
COc1cc(/C=N/NC(=O)c2ccc([N+](=O)[O-])cc2Cl)cc(Br)c1O	i

Remaining list, next part
SMILES	Dengue inhibitors
COc1cc(/C=N/n2c(C)n[nH]c2=S)ccc1OCc1ccccc1	0.6
Cc1cccc2cc(CN(CCN(C)C)C(=S)NCc3ccco3)c(=O)[nH]c12	0.3
CCOc1ccc(CCNC(=O)c2ccc(CNS(=O)(=O)c3ccccc3)cc2)cc1OCC	i
O=C(CO/N=C/c1ccc(OC(F)F)cc1)NCc1cccs1	i
O=[N+]([O-])c1ccccc1CNc1ccc(F)c(Cl)c1	0.0
CCOC(=O)c1c(-c2cccc3ccccc23)csc1NC(=O)C1C2CCC(O2)C1C(=O)O (stereo not drawn)	i
CCOC(=O)C(=O)Nc1cccc(C(=O)OCC)c1	i
CC(C)(C)OC(=O)N[C@H](C(=O)OC(C)(C)C)c1ccc2ccccc2c1	0.4
O=C(O)c1cc([N+](=O)[O-])c(N2CCCC2)c([N+](=O)[O-])c1	i
COc1ccc(Nc2nc(N)nc(CSC(=S)N3CCC(C)CC3)n2)cc1	0.2
CCCCC(=O)Nc1ccc(C(=O)Nc2cc(C(F)(F)F)ccc2Cl)cc1	0.2
CC(C)Oc1ccc(/C(O)=C2/C(=O)C(=O)N(CCCn3ccnc3)C2c2cccnc2)cc1 (stereo not drawn)	0.5
COc1ccccc1NC(=O)Cc1nc(CCl)cs1	2.1
O=C(CSc1nc2ncccc2[nH]1)c1cccc([N+](=O)[O-])c1	0.2
Cc1cc(C)n(C(=O)C(C(=O)c2ccccc2)C(C)C)n1 (stereo not drawn)	i
O=C(NC1CCCCCC1)c1cccnc1Sc1ccc(Cl)cc1	1.2
COc1ccccc1C(=O)Nc1ccc(Oc2nnc(-c3ccc(C)cc3)c3ccccc23)cc1	0.6
Cc1cc(C)c(NC(=O)Cn2nc(-c3ccccc3)nc2-c2ccccc2)c(C)c1	0.6
O=C(CCCC(=O)N/N=C\c1ccccn1)N/N=C\c1ccccn1	0.9
C[C@@H]1CN([C@@H](C)CO)C(=O)c2cc(N(C)C)ccc2O[C@@H]1CN(C)Cc1ccncc1	i
CC1CC(C)CN(C(=O)COC(=O)CCc2nc3ccccc3c(=O)[nH]2)C1 (stereo not drawn)	0.2
COc1cc(OC)cc(-c2c(-c3cccs3)c3cc(-c4cccc5[nH]ccc45)ccc3n2C)c1	12*
CC(C)C(OC(=O)c1cc2c(s1)CCCCC2)C(=O)NC(N)=O (stereo not drawn)	7.5
O=C(NCc1ccccc1)C1=C[C@@H](C2CCCCC2)C[C@@H](OCCCCO)O1	2.1
Cc1sc2nc(C(C)C)nc(SCC(=O)N3c4ccccc4CC3C)c2c1C (stereo not drawn)	2.0

As entered above:
O=C(CCCC(=O)N/N=C\c1ccccn1)N/N=C\c1ccccn1 in Dengue inhibitors is entered as 0.9
Cc1cc(C)c(NC(=O)Cn2nc(-c3ccccc3)nc2-c2ccccc2)c(C)c1 in Dengue inhibitors is entered as 0.6
COc1ccccc1C(=O)Nc1ccc(Oc2nnc(-c3ccc(C)cc3)c3ccccc23)cc1 in Dengue inhibitors is entered as 0.6

More structures.
SMILES	Dengue inhibitors
CCc1ccc(OC(C)c2nnc(SCC(=O)Nc3ncccc3C)n2C)cc1 (stereo not drawn)	0.4
Cc1sc(N)c(C#N)c1C	0.1
CCOC(=O)c1c(-c2ccccc2)csc1NC(=O)COc1ccc2c(C)cc(=O)oc2c1	1.5
CCCc1[nH]n(-c2ccc(F)cc2)c(=O)c1C=Nc1ccc(C)cc1	0.4
CCN(CC)C(=O)C12CC3CC(CC(Cl)(C3)C1)C2	i
O=C(CCS(=O)(=O)c1ccc(Br)cc1)Nc1ccc(Cl)cc1F	0.8
CC(C)C(=O)NC(=S)Nc1ccc(S(=O)(=O)Nc2ccccc2)cc1	i
COC(=O)CNC(=O)C1Nc2ccc(OC(F)(F)F)cc2C2C=CCC12 (stereo not drawn)	0.6
Cc1ccc(S(=O)(=O)N2CCN(C(C)C(=O)Nc3ccccc3-c3ccccc3)CC2)cc1 (stereo not drawn)	1.1
CS/C(=N\S(=O)(=O)c1cccs1)Nc1ccc(F)c(Cl)c1	0.4
CCCCC(=O)Nc1nc(C)c(-c2csc(Nc3cc(OC)ccc3OC)n2)s1	i
Clc1ccc(-c2nnc3n2CCCCS3)cc1	0.4
Cc1cccc(NCCC#N)c1	i
O=C(Nc1ccc(O)c(-c2nc3ccccc3o2)c1)C1(c2ccc([N+](=O)[O-])cc2)CCCC1	0.3
Cc1ccc(NC(=O)COC(=O)c2cc(Cl)ccc2[N+](=O)[O-])cc1	0.4
CC1=C(C(=O)Nc2cccc(C)c2C)C(c2cccs2)NC(=S)N1 (stereo not drawn)	i
Cc1ccccc1OCC(=O)N/N=C/c1ccncc1	2.7
CC(C)Cc1nnc(NC(=O)CCC(=O)NC2CCCc3ccccc32)s1 (stereo not drawn)	0.4
CCOC(=O)C1=C(C)C2C3C(=O)N(c4ccccc4C)C(=O)C3C1(C)C1C(=O)N(c3ccccc3C)C(=O)C21 (stereo not drawn)	i
CN(C)c1ccc(/C=N/NC(=S)NCc2ccco2)cc1	0.3
C=CCn1c(=O)c2ccc(C(=O)NCc3ccccc3)cc2n(Cc2ccc(Cl)cc2)c1=O	4.4
CCc1ccc(C2=C/C(=C/c3cccnc3)C(=O)O2)cc1	0.4
COc1cc([N+](=O)[O-])cc(/C=N/NC(=O)C(C)Nc2ccccc2C)c1O (stereo not drawn)	i
Cc1c(NC(=O)C(C)OC(=O)c2ccc(Cl)nc2)c(=O)n(-c2ccccc2)n1C (stereo not drawn)	i
CC(=O)Oc1ccccc1C1=NN(C(=O)/C=C/c2ccccc2)C(c2ccccc2)C1 (stereo not drawn)	8.1
(continued)
SMILES	Dengue inhibitors
COCCNC(=O)CSc1nc(N)c(NC(=O)c2ccccc2F)c(=O)[nH]1	0.5
C=CCSc1nc2sc3c(c2c(=O)n1CC=C)CCc1ccccc1-3	1.5
C=C(C)CNC(=S)N/N=C(\C)c1ccc(OC)cc1	0.4
Oc1ccc(N=Nc2nc(-c3ccccc3)c(-c3ccccc3)[nH]2)cc1	1.9
C=CCc1cc(C=O)cc(OCC)c1OCc1ccc(Cl)cc1	1.2
CC[C@@]12C(=O)N(c3cccc(Cl)c3)C(=O)N1[C@H](c1ccc(Br)cc1)[C@@H]1C(=O)N(C(C)(C)C)C(=O)[C@@H]12	24*
CCOC(=O)C1=C(O)/C(=C\c2sccc2C)N=C1C	1.3
O=C(CSc1nnc(CNC(=O)C23CC4CC(CC(C4)C2)C3)n1-c1ccccc1)Nc1ccc(F)cc1	6.2
COc1ccc2c(c1)O[C@@H](c1cccc(C(F)(F)F)c1)[C@H](O)C2=O	i
Cc1ccc(C(=O)N2CCN=C2SCc2ccc([N+](=O)[O-])cc2)cc1	0.3
Cc1ccc(NC(=O)CNc2ccc(Cl)cc2F)cc1	0.6
CCNS(=O)(=O)c1ccc(CCC(=O)NCCC2=CCCCC2)cc1	0.1
Cc1ccc(NC(=O)CCn2ccc([N+](=O)[O-])n2)nc1	i
CCCCNC(=O)/C=C/c1cccs1	i
CC(C)NC(=S)NC(=O)/C=C/c1cccc2ccccc12	3.8
COc1cc(NC(=O)CSc2nc3c(C)ccc(C)c3cc2C)c(C(=O)O)cc1OC	i
C=C(C)CNC(=S)NNC(=O)CCn1c2cc(Cl)ccc2c2ccc(Cl)cc21	12
O=C1c2ccccc2S(=O)(=O)c2cc(N3CCOCC3)ccc21	i
Cc1cc(C)nc(NC(=O)c2cccc([N+](=O)[O-])c2)c1	0.2
NC(=O)c1ccc(NC(=O)COC(=O)/C=C/c2cn(-c3ccccc3)nc2-c2cccnc2)cc1	3.0
CC(=O)NC(NC(C)=O)c1cccc(OCc2ccccc2)c1	0.8
COc1ccc(NC(=S)N(CCN(C)C)C(C)c2ccco2)cc1Cl (stereo not drawn)	1.6
CCCC(=O)N1CCN(Cc2ccc3c(c2)OCO3)CC1	i
CCc1ccc(-c2cc(C(=O)NCc3ccccn3)c3ccccc3n2)cc1	i
CC(C)CC(NC(=O)CCl)c1ccccc1 (stereo not drawn)	2.4
Carrying on:
SMILES	Dengue inhibitors
CC#CCN1c2ccccc2[C@]23C[C@@H](C(=O)OC)N(C(=O)NC4CCCCC4)C2=NC(C(=O)OC)=C(C(=O)OC)[C@H]13	0.6
CCO[C@@H]1OC(C(=O)NCc2nc3ccccc3[nH]2)=C[C@H](C(C)(C)C)[C@H]1CCCO	0.4
COc1ccc(OCC(=O)N2N=C(C(F)F)CC2(O)C(F)F)cc1 (stereo not drawn)	i
O=C(OC(c1ccccc1)c1nccc2ccccc12)c1cc([N+](=O)[O-])cc([N+](=O)[O-])c1 (stereo not drawn)	0.4
Cc1ccc(CNC(=O)c2cc(-c3ccccc3C)nn2CC2CC(c3cccnc3)=NO2)cc1 (stereo not drawn)	i
OCCn1c(-c2ccccc2)csc1=Nc1ccccc1	0.3
COc1ccc(N2CCN(C(=O)c3c(C)nn(-c4ccccc4)c3C)CC2)cc1	0.1
CC(C)Cn1c(=O)c(C(=O)N/N=C/c2cccc(F)c2)c(O)c2ccccc21	2.8
CCn1c(SCC(=O)c2cc(C)ccc2C)nc2cc(S(=O)(=O)N3CCOCC3)ccc21	0.2
Cc1cccc(NC(=S)N2CCN(Cc3ccccc3)CC2)c1C	1.0
COC(=O)c1c(-c2ccc(OC)cc2)sc2cc3c(cc12)OCO3	0.1
N#Cc1c(N)nc2c(c1-c1ccc3c(c1)OCO3)CCc1ccccc1-2	3.6
Cc1ccc(NC(=O)c2cc3c(s2)CCCC3)cc1S(=O)(=O)Nc1ccccc1Cl	1.9
CCOC(=O)N1CCN(C(=O)COc2cccc3c2CCN(Cc2ccc(F)cc2)C3=O)CC1	0.2
N#C/C(=C/c1ccc(CNS(=O)(=O)c2ccccc2)o1)C(N)=O	0.4
Cc1nn2c(COc3ccc(NC(=O)c4ccccc4Cl)cc3)nnc2c2ccccc12	0.4
Brc1ccc(/C=N/c2nc3ccccc3n2CCN2CCOCC2)cc1	0.1
Cc1ccc(/C=C/C(=O)OC(C)C(=O)Nc2ncc(Cl)cc2Cl)o1 (stereo not drawn)	3.5
Cc1cccc(C)c1NC(=S)NCCCN1CCCC1=O	0.7
CSC(=S)N(C)C1CCS(=O)(=O)C1 (stereo not drawn)	i
COc1ccc(Cl)cc1NC(=O)CNc1ccccc1F	0.9
CCC(C)[C@H](NC(=O)NCCCn1ccnc1)C(=O)OC (stereo partly drawn)	i
CN(C)CCCOc1cccc(Cl)c1	1.8

Retrieved by structure from the entries so far:
SMILES	Dengue inhibitors
Cc1nn2c(COc3ccc(NC(=O)c4ccccc4Cl)cc3)nnc2c2ccccc12	0.4
CC(C)Cn1c(=O)c(C(=O)N/N=C/c2cccc(F)c2)c(O)c2ccccc21	2.8
COc1ccc(N2CCN(C(=O)c3c(C)nn(-c4ccccc4)c3C)CC2)cc1	0.1
N#Cc1c(N)nc2c(c1-c1ccc3c(c1)OCO3)CCc1ccccc1-2	3.6
N#C/C(=C/c1ccc(CNS(=O)(=O)c2ccccc2)o1)C(N)=O	0.4
